Screening results (PubChem)
Yeast life ext = compounds extending yeast replicative lifespan, primary screen, S. cerevisiae, OD615 | S. cerevisiae growth with nicotinamide; deaD strain in restrictive glucose medium | inhibition of the nicotinamide effect, % at 10 µM | 0.68% of 130,000 active;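 active = inhibition above a set limit, placed 3 SD over the median of all compounds, cut at about 26% in these data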;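 also: 0% = nicotinamide-treated wells and 100% = cells grown without nicotinamide; some compounds called inactive have numbers as strong as hits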
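Test system: DeaD-strain S. cerevisiae / Buffer or medium: restrictive glucose medium / Also added: nicotinamide 1.5 mM / Doses: one concentration, 10 µM, DMSO 0.25% / Schedule: 48 h at 30 °C / Signal: OD615 measurement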
Measles CPE = compounds protecting cells from measles virus cytopathic effect, primary screen, measles RdRp inhibitor project, single point, MLSMR library, absorbance; protection (pct of control), % at 4 µM; Measles virus-infected cells, CPE protection; 1.5% of 140,000 active; AID 841, 2007; in the data active = protection mostly above about 24%, no sharp cut-off; inactive = mostly below about 26%; also: some compounds called inactive have numbers as strong as hits
NPY-Y2 antag = NPY-Y2 receptor antagonists, primary screen, cell-based. 0.99% of 140,000 active. inhibition, % at 2.7 µM. Neuropeptide Y receptor type 2 (Homo sapiens), P49146. NPY-Y2 expressing cells, antagonist mode; in the data active = inhibition above about 17%;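 also: 0% = vehicle with agonist challenge and 100% = reference antagonist with challenge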
Target sequence (P49146 whole entry, looked up): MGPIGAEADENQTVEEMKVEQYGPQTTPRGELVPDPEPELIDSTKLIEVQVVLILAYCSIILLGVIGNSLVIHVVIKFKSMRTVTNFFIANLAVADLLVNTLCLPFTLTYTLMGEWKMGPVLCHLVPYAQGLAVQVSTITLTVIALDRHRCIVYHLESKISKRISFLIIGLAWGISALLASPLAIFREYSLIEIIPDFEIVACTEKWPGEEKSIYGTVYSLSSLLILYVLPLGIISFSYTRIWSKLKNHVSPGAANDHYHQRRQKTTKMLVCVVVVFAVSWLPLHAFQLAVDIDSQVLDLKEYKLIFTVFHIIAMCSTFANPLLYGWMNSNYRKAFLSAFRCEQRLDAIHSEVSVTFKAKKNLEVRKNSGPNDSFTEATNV
HCT116 bCat-KO = primary screen for growth suppressors in beta-catenin knockout HCT116 cells (colon tumor, human) | HCT116 beta-catenin knockout viability, CellTiter-Glo, 60 h; hits give low values | viability, % at 10 µM | 1.5% of 140,000 active | AID 818, 2007;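 active = viability at or under a set limit, the compound median less 4 SD, cut at about 6% in these data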;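 also: 0% = Hyamine 1622 control at 20 µM and 100% = untreated cell control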
Yeast growth inh = growth inhibitors of yeast BB579 in restrictive medium, primary screen, yeast lifespan-shortening project, S. cerevisiae; OD615, 48 h; inhibition, % at 10 µM; 0.51% of 140,000 active;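 active = inhibition above a set limit, 3 SD over the mean compound inhibition, cut at about 44% in these data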; also: inactives centre near -24
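System: Saccharomyces cerevisiae DeaD strain BB579, replicative lifespan model yeast | Buffer or medium: Restrictive glucose-based CSMM-D medium | Times: 4 h preincubation and 48 h exposure at 30 °C | Detection: OD615 turbidity measurement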
MRP-1 activ = H69AR viability gain despite doxorubicin, primary screen, MRP-1 activator project, H69AR cells, CellTiter-Glo; AID 799, 2007; viability increase, % at 10 µM; 0.61% of 140,000 active; viability rescue;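 active = viability gain under doxorubicin at or above a set limit, the compound median plus 3 SD, cut at about 4.7% in these data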;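 also: MRP-1 overexpressing cells given doxorubicin 25 µM after compound pretreatment; 18-22 h compound pretreatment then 72 h with doxorubicin before readout; 0% = doxorubicin-only wells and 100% = vehicle-treated cells without doxorubicin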
GALR2 blocker = GALR2 antagonists in receptor-expressing cells, primary screen; Galanin receptor type 2 (Homo sapiens), O43603; antagonist mode; inhibition, % at 4 µM; 0.39% of 140,000 active; AID 828, 2007; in the data active = inhibition above about 27%;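 also: cells stimulated with galanin 1-16 at roughly its EC80; 0% = agonist challenge control and 100% = basal control without agonist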
Target sequence (O43603 whole entry, looked up): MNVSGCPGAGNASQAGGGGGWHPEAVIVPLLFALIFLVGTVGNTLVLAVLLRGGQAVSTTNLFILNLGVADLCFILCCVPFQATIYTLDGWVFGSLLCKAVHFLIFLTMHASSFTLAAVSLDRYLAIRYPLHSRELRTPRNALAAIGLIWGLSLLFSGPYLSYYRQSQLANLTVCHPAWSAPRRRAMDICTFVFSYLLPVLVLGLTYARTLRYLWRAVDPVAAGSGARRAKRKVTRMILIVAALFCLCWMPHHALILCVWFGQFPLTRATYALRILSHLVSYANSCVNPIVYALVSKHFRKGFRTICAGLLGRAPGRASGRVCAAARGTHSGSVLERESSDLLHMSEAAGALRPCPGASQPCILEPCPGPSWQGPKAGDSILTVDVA
Phagocytosis inh = inhibitors of macrophage phagocytosis, primary screen, imaging, J774A.1 cells, IgG beads; J774A.1 macrophage IgG-bead phagocytosis; inhibition, % at 5 µM; 0.07% of 110,000 active; AID 1029, 2008;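 active = inhibition above the mean of the plate negative controls plus 5 SD, cut at about 13% in these data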;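 also: phagocytic index as fraction of beads internalized from green versus red external bead signal; plate controls were DMSO negative control for no effect and cytochalasin-D positive control for full effect; some results beyond the cut were filed as inactive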
E-sel TNF inh = E-selectin induction blockers in HUVEC – imaging, immunofluorescence, high content, primary screen. 0.71% of 120,000 active. HUVEC TNFa-induced E-selectin immunofluorescence. inhibition, % at 2 µM;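 active = inhibition above the batch mean plus 3 SD, and confirmed as a hit on visual image review, cut at about 43% in these data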;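 also: 0% = TNF-stimulated DMSO wells and 100% = unstimulated control wells; not every result past the cut was called active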
PTEN del growth = growth suppression of PTEN-null HCT116, primary screen, cell-based, CellTiter-Glo | AID 827, 2007 | viability, % at 10 µM | HCT116 PTEN-null viability, 60 h; hits give low values | 1.2% of 140,000 active;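 active = viability at or below a set limit, 4 SD under the median of all tested compounds, cut at about 3.7% in these data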;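 also: PTEN knockout HCT116 line with beta catenin targeted HCT116 as companion control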
An asterisk follows results filed as active; / = not tested or not shown.

no.	canonical_smiles	E-sel TNF inh	PTEN del growth	Yeast growth inh	HCT116 bCat-KO	Yeast life ext
1	CC(C)OP(=O)(c1ccc(N(C)C)cc1)C(O)c1c(Cl)cccc1Cl (centres undefined)	5	103	-27	98	-4
2	O=C(NCCc1ccccn1)C(F)(F)C(F)(F)C(F)(F)C(F)(F)C(F)(F)C(F)F	/	102	-7	90	2
3	COc1cccc(C2=CC(c3ccccc3)n3nnnc3N2)c1 (centres undefined)	-25	6	-12	7	-19
4	Cc1ccc(-c2nnn(CC(=O)N(Cc3ccccc3F)C(C(=O)NC3CCCC3)c3ccncc3)n2)o1 (centres undefined)	4	87	-25	88	/
5	c1ccc2[nH]c3cc4ncnc4cc3nc2c1	-3	78	-26	63	-5
6	O=C(CC(c1ccccc1)c1ccccc1)Nc1ccc(Cl)cn1	15	22	-21	16	-13
7	Cc1ccc(S(=O)(=O)N(C(=O)c2ccncc2)c2ccc(OC(=O)c3ccncc3)cc2)c(C)c1	14	87	-40	87	8
8	c1ccc2c(c1)Cn1nc(Cc3nc4c(s3)CCCC4)nc1-2	20	81	-63	68	-24
9	CCOC(=O)COc1cccc2c(=O)n(CC(=O)NCCc3ccccc3)ccc12	-12	106	-12	85	6
10	O=C(CSc1nnc2scc(-c3ccc(Cl)cc3)n12)NCc1ccco1	8	94	-16	91	1
11	CC(C)Cc1nnc(NS(=O)(=O)Cc2ccccc2)s1	-6	100	-30	100	-4
12	O=C(c1sc2ccccc2c1Cl)N(Cc1ccccc1)C1CCS(=O)(=O)C1 (centres undefined)	3	59	-29	69	6
13	O=C1c2ccccc2NC(c2ccc(O)cc2)N1Cc1ccco1 (centres undefined)	-21	96	-13	103	-8
14	O=C(Cn1c(C(F)(F)F)nc2ccccc21)c1ccc(Cl)cc1	-109	90	-29	89	-7
15	O=C(Cn1cc(SCc2ccc(F)cc2)c2ccccc21)N1CCOCC1	-24	88	-7	81	-2

no.	GALR2 blocker	NPY-Y2 antag	Phagocytosis inh	MRP-1 activ	Measles CPE
1	-1	8	-2	-1.7	19
2	-3	-2	-1	-0.8	2
3	19	7	/	-5.5	18
4	-7	3	/	-0.6	19
5	3	7	-5	0.3	5
6	-9	16	1	-1.0	18
7	4	1	/	-1.8	8
8	-4	1	-1	-4.3	6
9	16	-1	/	-0.9	4
10	-1	5	-1	-3.6	5
11	-1	6	1	0.1	27
12	-3	-1	0	-2.8	7
13	-8	-1	5	-0.7	3
14	2	13	0	-0.7	9
15	-2	-1	-8	-2.2	10

Reformatted field by field: two of the compounds above.
8. c1ccc2c(c1)Cn1nc(Cc3nc4c(s3)CCCC4)nc1-2
  E-sel TNF inh: 20; PTEN del growth: 81; Yeast growth inh: -63; HCT116 bCat-KO: 68; Yeast life ext: -24; GALR2 blocker: -4; NPY-Y2 antag: 1; Phagocytosis inh: -1; MRP-1 activ: -4.3; Measles CPE: 6
9. CCOC(=O)COc1cccc2c(=O)n(CC(=O)NCCc3ccccc3)ccc12
  E-sel TNF inh: -12; PTEN del growth: 106; Yeast growth inh: -12; HCT116 bCat-KO: 85; Yeast life ext: 6; GALR2 blocker: 16; NPY-Y2 antag: -1; Phagocytosis inh: /; MRP-1 activ: -0.9; Measles CPE: 4

Later entries:
no.	canonical_smiles	E-sel TNF inh	PTEN del growth	Yeast growth inh	HCT116 bCat-KO	Yeast life ext
16	CC1(C)CC(=O)CC(=Nc2ccc3[nH]c(=O)[nH]c3c2)C1	/	98	-6	106	-6
17	CN(C)Cc1nc2c(c(=O)[nH]1)C(C)(C)Cc1ccccc1-2	-17	109	-71	113	-8
18	COc1c2ccc(C(=O)NCCCCc3ccccc3)cc2nn1C	9	95	-46	102	-17
19	O=C(Nc1cc(C(F)(F)F)ccc1N1CCOCC1)c1c(F)c(F)c(F)c(F)c1F	15	82	-46	76	-17
20	Cc1ccc(C)n1-c1cccc(NC(=O)c2ccccc2)c1	93*	9	-36	16	-5
21	CCOC(=O)COc1ccc2ccccc2c1/C=C/[N+](=O)[O-]	/	2.6*	-9	3.3*	39*
22	COC(=O)C(C(=O)Nc1ccccc1C)C1CCCC1 (centres undefined)	/	88	-12	83	-2
23	Cc1ccc(C)c(N2CCN(S(=O)(=O)c3ccc4c(c3)OCCO4)CC2)c1	-19	83	-38	88	-23
24	CC(C)NC(=O)c1cc(-c2ccco2)on1	-4	93	-51	91	-22
25	CC(=O)Nc1ccc(-c2nnc(SCC(=O)NCc3ccco3)n2C)cc1	1	97	-27	89	-5
26	O=C(COC(=O)c1oc2ccccc2c1COc1ccccc1)NCCN1C(=O)CSC1=O	-13	94	-20	90	0
27	CCOC(=O)c1ccc(NC(=O)CN2C(=O)CCC2=O)cc1	25	98	-27	97	/
28	CCN(CC)S(=O)(=O)c1ccc(C(=O)Oc2ccc3c(c2)OCO3)cc1	-7	95	-85	85	-8
29	CCOC(=O)CN(C(=O)CSc1nnc(CNc2ccc(C)cc2C)o1)c1ccccc1	-14	85	-23	91	-9
30	COc1ccc(N(Cc2cc3ccccc3[nH]c2=O)S(C)(=O)=O)cc1	-9	89	-26	86	15

no.	GALR2 blocker	NPY-Y2 antag	Phagocytosis inh	MRP-1 activ	Measles CPE
16	11	0	0	0.9	6
17	-9	5	1	-1.0	27
18	-3	3	/	0.5	10
19	-8	0	1	-5.3	5
20	-2	1	-2	-4.3	3
21	26	11	-3	-4.3	0
22	-13	3	-1	-3.6	6
23	-2	6	0	0.0	14
24	3	2	/	-0.4	14
25	-1	3	/	-0.8	4
26	-7	2	-3	0.7	3
27	-1	4	/	-1.7	2
28	-4	1	-2	0.3	5
29	0	2	0	-3.2	10
30	2	1	-4	-1.7	5

Complete entries from above. Screens in order: E-sel TNF inh, PTEN del growth, Yeast growth inh, HCT116 bCat-KO, Yeast life ext, GALR2 blocker, NPY-Y2 antag, Phagocytosis inh, MRP-1 activ, Measles CPE
`Cc1ccc(S(=O)(=O)N(C(=O)c2ccncc2)c2ccc(OC(=O)c3ccncc3)cc2)c(C)c1` in the list: 14, 87, -40, 87, 8, 4, 1, /, -1.8, 8
`Cc1ccc(C)n1-c1cccc(NC(=O)c2ccccc2)c1` in the list: 93*, 9, -36, 16, -5, -2, 1, -2, -4.3, 3
`CC1(C)CC(=O)CC(=Nc2ccc3[nH]c(=O)[nH]c3c2)C1` in the list: /, 98, -6, 106, -6, 11, 0, 0, 0.9, 6
`CC(C)Cc1nnc(NS(=O)(=O)Cc2ccccc2)s1` in the list: -6, 100, -30, 100, -4, -1, 6, 1, 0.1, 27
`c1ccc2c(c1)Cn1nc(Cc3nc4c(s3)CCCC4)nc1-2` in the list: 20, 81, -63, 68, -24, -4, 1, -1, -4.3, 6

The listing continues.
no.	canonical_smiles	E-sel TNF inh	PTEN del growth	Yeast growth inh	HCT116 bCat-KO	Yeast life ext
31	C/C(=N/NC(=O)Cc1c(C)[nH][nH]c1=O)c1ccc(O)cc1	/	103	-21	91	0
32	COc1ccc(CNC(=O)CSc2ccc(Br)cc2)cc1OC	-1	94	4	94	-2
33	CC1=C(C(=O)Nc2ccccc2)C(c2ccc3c(c2)OCO3)C2=C(CCCC2=O)N1 (centres undefined)	/	104	-62	96	11
34	O=C(NC1CCCCCC1)c1nc2ncccn2n1	-54	98	-21	98	-1
35	COc1ccc(C2=Nc3cc(C)ccc3OC2)cc1	-18	60	-27	42	-19
36	Cc1ccc(/C=N/NC(=O)CSc2nc3nc(C)cc(C)n3n2)cc1	-4	92	-19	86	-12
37	CCOc1ccc(OCCOCCOc2ccccc2Cl)cc1	/	105	-4	92	-8
38	CC(=O)Nc1ccc(S(=O)(=O)N2CCN(C3CCCCCCC3)CC2)cc1	/	84	-26	103	-13
39	CCC12CN(S(=O)(=O)c3ccc(C)cc3)CC(CC)(CN(S(=O)(=O)c3ccc(C)cc3)C1)C2=O	17	85	-49	83	-3
40	O=C1C(NS(=O)(=O)c2cccs2)=C(N2CCN(c3cccc(Cl)c3)CC2)C(=O)c2ccccc21	-2	70	-68	77	1
41	COC(=O)c1ccccc1NC(=O)COC(=O)c1ccco1	/	86	-36	81	-6
42	O=C(N/N=C/c1c[nH]c2ccc(Br)cc12)c1ccn(Cc2ccc(Cl)cc2)n1	-25	50	-34	55	-9
43	O=C(NC1CCCC1)C(c1ccccc1)N(C(=O)c1ccno1)c1ccccc1 (centres undefined)	-5	96	-35	86	/
44	Clc1cccc(CN2CCC(Cc3ccccc3)CC2)c1	10	91	-22	84	-5
45	O=c1c(Br)c(N2CCCC2)cnn1-c1ccccc1	13	102	-24	103	10
46	O=C(COC(=O)Cc1ccccc1F)Nc1ccc(SC(F)F)cc1	/	88	-22	93	-4
47	CCN(CC)C(=O)CSc1ncnc2c1cnn2Cc1ccccc1	-6	109	-36	97	-12

no.	GALR2 blocker	NPY-Y2 antag	Phagocytosis inh	MRP-1 activ	Measles CPE
31	7	3	-4	1.4	5
32	-3	1	-2	-1.3	9
33	-12	2	/	-1.3	5
34	-5	1	0	-0.9	6
35	-3	0	-6	-5.8	2
36	8	6	3	-3.7	4
37	-5	8	/	-1.4	25
38	-3	-1	0	-3.2	5
39	-14	4	1	-0.2	3
40	-1	-11	/	-3.2	11
41	-9	3	-1	-4.3	6
42	9	-1	/	-5.2	4
43	-3	3	/	-2.1	9
44	-9	6	0	-4.1	20
45	13	1	-3	1.0	4
46	-6	4	4	0.1	20
47	-9	2	0	0.1	31
